Mcl1-Noxa inh: disrupts binding of human Mcl-1 to Noxa peptide; TR-FRET Mcl-1/Noxa peptide binding, 2 h; hit rate 1.5% among 220,000; Q07820; inhibition, % at 21.7 µM; AID 1022;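 active means compounds that cut the protein-peptide binding signal by more than 50% relative to plate controls in a single-dose test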;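 further: His-tagged Mcl-1 with rhodamine Noxa BH3 peptide and terbium anti-His antibody; 0% = Mcl-1 plus Noxa peptide wells and 100% = peptide-only wells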
Target sequence (Q07820 whole entry, looked up): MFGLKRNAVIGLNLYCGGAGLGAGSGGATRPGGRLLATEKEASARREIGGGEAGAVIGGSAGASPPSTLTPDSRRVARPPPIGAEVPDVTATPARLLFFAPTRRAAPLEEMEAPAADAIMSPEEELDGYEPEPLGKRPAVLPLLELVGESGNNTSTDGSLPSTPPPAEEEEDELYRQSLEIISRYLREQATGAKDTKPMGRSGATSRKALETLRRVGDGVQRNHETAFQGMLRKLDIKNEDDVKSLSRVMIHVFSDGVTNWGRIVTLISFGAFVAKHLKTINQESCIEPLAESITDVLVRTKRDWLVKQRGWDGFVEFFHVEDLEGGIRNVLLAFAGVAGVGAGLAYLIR
Rac1 wt GTP bind: human Rac1 wildtype GTP binding, inhibitors and activators; P63000; GST-Rac1 beads, fluorescent GTP binding, flow cytometry; actives lie on both sides; 0 = cold GTP competed, 100 = untreated; GTP binding activity (% of control), % at 10 µM; hit rate 0.27% among 190,000;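 active means GTP binding activity at least 20 points away from the 100% control level, either lower or higher; inconclusive means compound flagged as likely green fluorescent, judged across all proteins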
GSH fluor: compound fluoresces at 488/530 nm on GSH beads | GSH beads flow cytometry, compound fluorescence 488/530 nm; stronger effect = higher value | fluorescence (KMESF) at 10 µM | hit rate 0.25% among 190,000 | AID 1776; in the data active means fluorescence above about 89;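 further: glutathione beads carrying GST-tagged Bcl family fusion proteins plus one bare bead set; values are compound well signal with DMSO vehicle wells as background; inactives centre near 16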
Avidin bead fluor: compound fluoresces at 488/530 nm on avidin beads. compound fluorescence 488/530 nm, flow cytometry; stronger effect = higher value. fluorescence (KMESF) at 10 µM. hit rate 0.38% among 220,000; in the data active means fluorescence above about 47; further: inactives centre near 10
Cdc42 wt: human Cdc42 wildtype GTP binding change, either direction. P60953. GST-Cdc42 beads, Bodipy-GTP binding, flow cytometry; actives lie on both sides. percent activity (GTP binding), % at 10 µM. hit rate 0.2% among 190,000;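 active means percent activity GTP binding at least 20 points away from the 100% baseline, either down as inhibitor or up as activator; inconclusive means compound flagged as likely green fluorescent from well-wide comparison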;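 further: median bead fluorescence of bound Bodipy-FL-GTP at 100 nM; 0% = excess unlabeled GTP control and 100% = no compound control; below 100% means less GTP binding so inhibitor and above means activator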
Target sequence (P60953 whole entry, looked up): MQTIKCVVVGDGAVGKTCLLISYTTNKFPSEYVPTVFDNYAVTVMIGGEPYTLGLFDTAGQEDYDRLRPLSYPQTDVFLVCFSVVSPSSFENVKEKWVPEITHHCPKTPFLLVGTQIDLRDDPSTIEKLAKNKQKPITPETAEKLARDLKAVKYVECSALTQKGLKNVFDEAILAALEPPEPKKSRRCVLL
Rab7 wt modul: dog Rab7 wildtype GTP binding, inhibitors and activators; GST-Rab7 beads, fluorescent GTP binding, flow cytometry; actives lie on both sides; untreated = 100%, excess cold GTP = 0%; GTP binding activity (percent of control), % at 10 µM; hit rate 0.055% among 190,000; AID 758;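 active means fluorescent GTP binding to Rab7 beads changed by at least 20 points from the 100% baseline, either direction, mostly lower; inconclusive means compound itself probably fluorescent, or too few beads counted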;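 further: median green fluorescence of bound Bodipy-FL-GTP per Rab7 bead population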
Mcl1-Bid inh: disrupts binding of human Mcl-1 to Bid peptide | TR-FRET Mcl-1/Bid-Dy647 peptide binding, 1536-well | inhibition, % at 21.7 µM | hit rate 0.97% among 220,000 | AID 1021;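 active means compounds that cut the binding signal by more than half at the single screening dose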;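 further: His-tagged Mcl-1 with europium anti-His antibody binding Bid BH3 peptide; 0% = Mcl-1 plus peptide wells and 100% = peptide-only wells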
HRas wt GTP bind: changes GTP binding to wildtype human HRas. hit rate 0.14% among 190,000. GST-Ras wt beads, Bodipy-FL-GTP binding, flow cytometry; actives lie on both sides. AID 759. GTP binding activity, % at 10 µM;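 active means GTP binding activity at least 20% away from the 100% baseline, either lowered as inhibitor or raised as activator; inconclusive means flagged as likely green fluorescent, judged across all proteins in the well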;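 further: 0% = unlabeled GTP competition control and 100% = no-compound control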
Target sequence (P01112 whole entry, looked up): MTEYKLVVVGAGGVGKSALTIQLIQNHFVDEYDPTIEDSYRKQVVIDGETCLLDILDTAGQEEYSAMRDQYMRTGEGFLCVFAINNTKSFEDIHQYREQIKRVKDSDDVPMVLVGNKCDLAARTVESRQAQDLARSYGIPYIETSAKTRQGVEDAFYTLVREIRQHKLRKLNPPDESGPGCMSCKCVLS
Rac1 mut GTP: alters GTP binding to activated mutant human Rac1. P63000. AID 764. hit rate 0.11% among 190,000. GST-Rac1 activated beads, fluorescent GTP binding, flow cytometry; actives lie on both sides; 100% means binding = to untreated wells. percent activity (GTP binding), % at 10 µM;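 active means GTP binding at least 20 percentage points away from the 100% baseline, in either direction, so actives lie on both sides; inconclusive means Compound likely fluorescent itself, or too few beads counted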
Pf gametocyte: kills late stage P. falciparum gametocytes. P. falciparum stage V gametocytes, ATP luminescence, 24 h. inhibition, % at 10.9 µM. hit rate 0.065% among 150,000;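 active means inhibition above the mean plus 3 SD of compounds within the control limits, set per campaign, cut at about 38% in these data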;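 further: 0% = DMSO wells and 100% = medium only without gametocytes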
Rab2A wt mod: changes GTP binding to wildtype dog Rab2A, up or down | P61105 | GST-Rab2 wt beads, Bodipy-GTP binding, flow cytometry | GTP binding activity, % at 10 µM | hit rate 0.19% among 190,000;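 active means GTP binding activity at least 20 points away from 100%, either lowered or raised; inconclusive means signal likely due to the compound's own green fluorescence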;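 further: 0% = beads with excess unlabeled GTP and 100% = no-compound control corrected for plate trend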
Starred values were filed as active, the others as inactive; ? = inconclusive; . = not tested or not shown.

SMILES	Mcl1-Noxa inh	Rac1 wt GTP bind	GSH fluor	Avidin bead fluor	Cdc42 wt	Rab7 wt modul	Mcl1-Bid inh	HRas wt GTP bind	Rac1 mut GTP	Pf gametocyte	Rab2A wt mod
Cc1occc1-c1nnc(SCC(=O)N(C)CCC#N)n1N	7	101	21	16	102	97	-24	100	99	-24	101
CN(/N=C/c1ccc(C(C)(C)C)cc1)C1=NCCN1	4	96	8	8	94	103	-16	98	94	-9	97
CSc1nsc(SCC(=O)NC2CCCCC2)n1	7	105	13	7	101	101	-23	101	98	8	100
CC(=O)NCCOc1nc(N(C)C)nc(N(C)C)n1	3	101	45	12	103	100	-25	102	95	.	98
COc1ccc(-c2nc3ccccc3c(=O)n2NC(=O)c2cccnc2Cl)cc1OC	4	96	6	1	99	99	8	95	97	.	94
CN(Cc1nccn1C)C(=O)CCc1nnc(CCC2CCCCC2)o1	3	101	8	10	100	96	2	97	96	17	99
NC(=O)CCCC1=NS(=O)(=O)c2ccccc2N1	2	101	17	9	100	105	-19	101	100	-19	100
Cc1cccc(N2C(=O)C3CC3C2=O)c1 (stereo not given)	-9	93	17	12	90	101	-22	93	91	4	92
COc1ccc(N2CCN(C(CNC(=O)c3ccc4c(c3)OCO4)c3cccnc3)CC2)cc1 (stereo not given)	-8	107	10	26	106	99	-25	103	102	.	100
COc1cccc(C2=NOC(C(=O)NC3CCCCC3)C2)c1 (stereo not given)	-21	106	23	7	106	104	-54	107	103	-5	108
Cn1c(=O)c2c(ncn2CC(=O)OCC(=O)Nc2cccc(Cl)c2)n(C)c1=O	7	95	16	9	99	90	-3	93	97	.	94
COc1ncccc1-c1nnn(-c2ccc(Cl)c(Cl)c2)n1	8	97	19	6	94	101	-1	97	98	.	96
COC(=O)C1=CN(C2CC2)C=C(C(=O)OC)C1c1ccc(C(=O)OC)cc1	-1	101	13	38	99	97	-17	99	96	32	96
CCOC(=O)CNC(=O)COc1ccc(Cl)cc1Br	6	105	36	15	100	99	2	99	98	.	100
COc1ccc(NC(=O)c2cccc(S(=O)(=O)Nc3ccc(Br)cc3)c2)cn1	16	99	11	23	101	97	22	96	95	22	93
O=C1CC(SCCO)C(=O)N1c1ccc(Oc2ccccc2)cc1 (stereo not given)	-6	99	14	9	99	92	-37	101	97	18	99
CC1CCCC(C)N1C(=O)COC(=O)CCc1nc2ccccc2c(=O)[nH]1 (stereo not given)	-1	104	15	5	103	103	-27	103	103	.	101
O=C(NCCCn1ccnc1)C(=O)NCC(c1cccnc1)N1CCN(c2ccc(F)cc2)CC1 (stereo not given)	12	103	17	6	98	102	-9	101	97	.	99
CC(C)Oc1cc(S(=O)(=O)N2CCCCC2)ccc1N	4	98	12	19	95	102	-27	94	94	-34	95
O=c1ccn(-c2ccccc2)[nH]1	-2	98	12	9	94	99	-44	97	94	11	96
CC(C)(C)NC(=O)C[n+]1ccc(C(N)=O)cc1	0	102	12	10	104	104	50	100	98	-2	101
CC(=O)C1=C(C)NC(SCc2cccc([N+](=O)[O-])c2)=C(C#N)C1c1ccco1 (stereo not given)	25	98	37	16	100	100	-11	100	92	.	99
Cc1cc2ccccn2c1C(=O)Nc1cccc(Cl)c1	25	105	15	10	96	98	-49	99	97	27	97
O=[N+]([O-])c1ccc(NC(=S)NCC(c2cccnc2)N2CCOCC2)cc1 (stereo not given)	12	91	11	.	96	92	-29	96	96	-7	97
COc1nnc(-c2ccc(N3CCOCC3)c(NC(=O)C3CCCCC3)c2)c2ccccc12	3	100	14	36	100	99	-7	100	97	.	100
Cc1cc(C)n(C(=O)c2ccc(S(=O)(=O)N3CCCC3)cc2)n1	7	99	27	13	99	103	3	100	96	1	98
COc1ccc(/C=N/NC(=O)CNC(=O)c2ccc(S(=O)(=O)N3CCCC3)cc2)c(OC)c1	2	98	11	2	98	98	-4	97	95	-11	96
CCCn1c(SCCc2ccccc2)nc2c1c(=O)[nH]c(=O)n2C	12	?	5	8	?	?	4	?	?	-6	?
O=C(CNCCC1=CCCCC1)Nc1ccccc1N1CCCCC1	21	108	23	17	104	103	17	102	98	.	103
Cc1ccc(C(=O)N2CCN(c3ccc(NC(=O)CSc4ccc(Cl)cc4)cc3)CC2)cc1	11	104	13	4	100	101	-6	99	97	-9	97
N#Cc1c(/N=C/c2cc3ccccc3s2)sc2c1CCC2	26	100	11	12	100	100	-8	100	99	.	101
CC(=O)NC1=NN(C(C)=O)C(c2ccccn2)S1 (stereo not given)	-1	96	13	7	99	99	-46	97	96	.	99
CCC(C(=O)NCc1ccccc1OC)c1ccccc1 (stereo not given)	0	102	57	24	96	107	-9	97	96	10	96
Cc1onc(-c2ccccc2)c1C(=O)N/N=C(\N)COc1ccc(Cl)cc1	-6	94	38	14	96	98	-27	97	90	20	95
CCOc1ncccc1C(=O)OCC(=O)c1ccc(Cl)s1	1	103	26	8	102	98	-9	100	97	-1	99
Cc1ccc(OCCN2C(=O)OC(C)(C)C2(C)O)cc1 (stereo not given)	5	104	11	12	105	100	2	105	99	17	101
CN(C)C(=O)COC(=O)c1ccccc1Nc1ccc(SC(F)F)cc1	18	102	12	14	105	99	-1	100	100	-15	97
CCCNC(=O)c1noc2c1CCc1ccccc1-2	-6	102	15	25	101	100	-5	100	97	.	97
COc1ccc(Nc2nnc(-c3ccc(C)cc3)c3ccccc23)cc1C(=O)N1CCCCC1	5	95	8	4	95	96	-54	95	96	2	94
CCCCn1nc(-c2ccccc2)c2nc3ccccc3nc21	12	96	23	32	98	97	-1	98	95	.	96

Part of the list above, in markdown.
| molecule | Mcl1-Noxa inh | Rac1 wt GTP bind | GSH fluor | Avidin bead fluor | Cdc42 wt | Rab7 wt modul | Mcl1-Bid inh | HRas wt GTP bind | Rac1 mut GTP | Pf gametocyte | Rab2A wt mod |
| --- | --- | --- | --- | --- | --- | --- | --- | --- | --- | --- | --- |
| Cc1cc(C)n(C(=O)c2ccc(S(=O)(=O)N3CCCC3)cc2)n1 | 7 | 99 | 27 | 13 | 99 | 103 | 3 | 100 | 96 | 1 | 98 |
| COc1ccc(/C=N/NC(=O)CNC(=O)c2ccc(S(=O)(=O)N3CCCC3)cc2)c(OC)c1 | 2 | 98 | 11 | 2 | 98 | 98 | -4 | 97 | 95 | -11 | 96 |

(cont.)
SMILES	Mcl1-Noxa inh	Rac1 wt GTP bind	GSH fluor	Avidin bead fluor	Cdc42 wt	Rab7 wt modul	Mcl1-Bid inh	HRas wt GTP bind	Rac1 mut GTP	Pf gametocyte	Rab2A wt mod
CC1CC(=O)NN=C1c1ccc(N(C)C)c([N+](=O)[O-])c1 (stereo not given)	8	107	23	30	102	102	5	102	101	.	101
Cc1cc(N2C(=O)CC(Cc3ccccc3)C2=O)no1 (stereo not given)	2	105	34	8	102	100	-1	99	101	.	100
Cc1ccc(OCC(O)Cn2c(=N)n(CCN3CCCCC3)c3ccccc32)cc1 (stereo not given)	5	107	5	8	104	100	-18	102	102	.	103
c1ccc2c(c1)ncn2-c1ccc(-c2ccnc3ncnn23)cc1	6	90	7	10	91	99	-18	93	92	-2	92
Cc1ccc(C2=NN(C(=O)CCCC(=O)O)C(c3ccco3)C2)cc1 (stereo not given)	28	102	9	10	99	107	10	100	97	-11	98
CC(C)Oc1ccc(/C(O)=C2/C(=O)C(=O)N(CCCn3ccnc3)C2c2cccnc2)cc1 (stereo not given)	4	103	11	11	101	100	-24	101	100	0	98
CCCOC(=O)CCCCC1SCC(NC(=O)OC)C1NC(=O)OC (stereo not given)	18	107	7	7	104	100	-43	102	101	-6	101
CCOC(=O)C1=C(C)N=C2c3ccccc3C(=O)C2C1c1ccccc1 (stereo not given)	5	103	23	9	104	97	-19	101	98	.	100
CCC1(c2ccccc2)NC(=O)N(Cc2cccc([N+](=O)[O-])c2)C1=O (stereo not given)	14	95	15	9	94	103	-13	95	93	7	100
COc1ccc(C(=O)NCc2ccc(-c3nc4ccccc4s3)cc2)cc1OC	8	95	27	6	95	93	15	95	94	.	92
CSc1nc(Oc2cccc(C(F)(F)F)c2)cc(C(F)(F)F)n1	-4	99	30	9	101	101	-4	101	99	.	99
COC(=O)c1cccnc1-n1c(=O)c2cccnc2n(Cc2cccc([N+](=O)[O-])c2)c1=O	5	98	15	14	97	103	-4	98	96	-3	100
Cc1ccccc1C1CC(c2cccs2)=NN1S(C)(=O)=O (stereo not given)	-8	99	23	11	99	101	-38	99	97	10	100
COc1ccc(C(=O)OCCCN(C)C)cc1OC	-11	104	3	14	102	101	-12	100	99	.	101
CC(C)CNC(=O)CN(C)S(=O)(=O)c1ccc(F)cc1	2	102	17	6	102	108	-1	101	100	21	101
COc1ccc2c(COC(=O)CCS(=O)(=O)c3ccccc3)cc(=O)oc2c1	3	95	11	25	96	104	-4	98	97	.	95
COc1ccc(C(=O)C2CCCN(C(=O)c3ccc4cc[nH]c4c3)C2)c(C)c1 (stereo not given)	6	100	9	10	95	96	-11	95	93	2	95
CCOC(=O)c1sc(NC(=O)c2ccncc2)c(C#N)c1C	54*	97	11	2	95	97	8	96	97	-13	98
CC(C)NC(=O)c1c2c(nc3ccccc13)CCCC2	-17	100	11	17	99	101	7	95	96	.	97
Cc1ccccc1OCC(=O)NC(=S)Nc1ccc(N2CCCC2)cc1	19	105	14	12	105	106	-31	105	102	-31	103
CC(CN1CCOCC1)OC(=O)c1ccc2c(c1)OCCO2 (stereo not given)	11	102	37	2	101	100	22	99	101	.	101
O=C(COC(=O)c1ccccc1C(=O)N1CCN(c2ccccc2)CC1)NCc1ccccc1	7	?	17	8	?	?	-28	?	?	.	?
O=C1CN(C(=O)/C=C/c2ccccc2F)c2ccccc2N1	15	96	15	10	95	97	-23	97	94	11	98
C[n+]1cc[nH]c1SCC(=O)c1ccccc1	23	103	44	8	101	102	12	101	99	-3	100
Cc1cc2ncc(S(=O)(=O)C(C)(C)C)c(N)n2n1	1	101	10	12	101	107	-13	101	101	-9	102
O=C(CN1CCN(Cc2ccccc2Cl)C1=O)NC1CCCCCC1	-3	95	38	6	95	96	-10	95	92	-11	92
COc1ccc(N(C(=O)Cn2nnc3ccccc32)C2(C(=O)NC3CCCC3)CCCCC2)cc1	13	104	36	11	98	100	-12	97	96	.	96
CC(C)(C)n1nnnc1C(c1cccnc1)N1CCN(c2cccc(C(F)(F)F)c2)CC1 (stereo not given)	31	102	18	6	99	99	58*	98	98	.	95
Cc1cc(C(=O)OCC(=O)Nc2cc(S(=O)(=O)N3CCOCC3)ccc2Cl)c(C)o1	6	103	9	15	103	97	-45	100	100	-10	99
Cc1nc2ccccc2n1CC(O)COc1ccc(Br)cc1 (stereo not given)	-1	100	10	10	94	104	2	98	97	11	100

Screens from PubChem BioAssay.
